# Screening results (PubChem BioAssay)
# TRHR agonist – qHTS for Small Molecule Agonists and Allosteric Enhancers of Human TRH Receptor: Primary Screen for Agonists. Thyrotropin-releasing hormone receptor (Homo sapiens), P34981. TRHR cells, calcium flux fluo-8, FDSS agonist mode. activation, % at 2 µM. 360,000 compounds, 0.18% hits. AID 493084, 2011; in the data active means activation above about 30%; further: 0% is about no effect
#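 Agonist-mode FDSS calcium read (Ex 480/Em 530, 1 s cycles) in 1536-well TRHR cells with fluo-8 dye, after 10-cycle baseline and 23 nL compound addition; TRH at EC20 (10 nM final) added afterwards for the enhancer phase.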
# USP1-UAF1 inh – Inhibitors of USP1/UAF1: Primary Screen; 390,000 compounds, 0.23% hits; recombinant USP1/UAF1, Ub-Rhodamine cleavage fluorescence; Potency, µM (titrated, usually from 57.1 µM), without a hit: at the highest dose activity change, negative = inhibition, most hits filed as inhibitors; further: potency means the concentration at half of the fitted maximal effect; on the % scale 0 is the no-effect control and ±100 the full control effect; nearly all actives have a fitted effect of over 60% in size; inactives centre near -12
#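 1 nM enzyme complex + cpd, 15 min RT; start with Ub-Rho 150nM final; kinetic fluorescence ex 480/em 540, 6 reads q60 s. Buffer 50mM HEPES pH 7.8, 0.5mM EDTA, 0.1 mg/ml BSA, 1mM TCEP, 0.01% Tween-20.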
# D2 antag – HTS Assay for Allosteric Antagonists of the Human D2 Dopamine Receptor: Primary Screen for Antagonists; 340,000 compounds, 2% hits; HEK293 TREx D2 cells, calcium flux, dopamine EC80; inhibition, % at 10 µM; in the data active means inhibition above about 30%; further: 0% is about no effect
# Target sequence (P14416 whole entry, looked up): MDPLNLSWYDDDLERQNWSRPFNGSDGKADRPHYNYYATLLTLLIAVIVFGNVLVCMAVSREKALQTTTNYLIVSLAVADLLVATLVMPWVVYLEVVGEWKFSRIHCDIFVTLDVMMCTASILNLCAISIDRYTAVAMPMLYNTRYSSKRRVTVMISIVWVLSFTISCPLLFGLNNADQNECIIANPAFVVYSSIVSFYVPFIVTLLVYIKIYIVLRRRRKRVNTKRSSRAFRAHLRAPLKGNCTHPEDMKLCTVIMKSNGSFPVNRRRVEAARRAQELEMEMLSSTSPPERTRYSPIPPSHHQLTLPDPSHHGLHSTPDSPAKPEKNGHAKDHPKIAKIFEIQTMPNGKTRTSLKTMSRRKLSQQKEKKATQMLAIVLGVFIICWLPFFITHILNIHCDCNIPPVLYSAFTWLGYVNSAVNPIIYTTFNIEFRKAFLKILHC
#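 Compounds are added to dye-loaded, induced HEK293 T-REx cells coupled to calcium release via D2; after a 3 min kinetic read an EC80 dopamine stimulus is given and fluorescence is recorded for 3 more min.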
# TrxR1 inh – qHTS Assay for Inhibitors of Mammalian Selenoprotein Thioredoxin Reductase 1 (TrxR1): qHTS; Potency, µM (series often up to 114 µM), for the others: at the highest dose activity change, negative = inhibition, usual class: inhibitors; Thioredoxin reductase 1, cytoplasmic (Rattus norvegicus), O89049; recombinant rTrxR1, NADPH fluorescence consumption, selenite substrate; AID 588453, 2011; 390,000 compounds, 1% hits; further: potency means the concentration at half of the fitted maximal effect; on the % scale 0 is the no-effect control and ±100 the full control effect; nearly all actives have a fitted effect of over 65% in size
# Target sequence (O89049 whole entry, looked up): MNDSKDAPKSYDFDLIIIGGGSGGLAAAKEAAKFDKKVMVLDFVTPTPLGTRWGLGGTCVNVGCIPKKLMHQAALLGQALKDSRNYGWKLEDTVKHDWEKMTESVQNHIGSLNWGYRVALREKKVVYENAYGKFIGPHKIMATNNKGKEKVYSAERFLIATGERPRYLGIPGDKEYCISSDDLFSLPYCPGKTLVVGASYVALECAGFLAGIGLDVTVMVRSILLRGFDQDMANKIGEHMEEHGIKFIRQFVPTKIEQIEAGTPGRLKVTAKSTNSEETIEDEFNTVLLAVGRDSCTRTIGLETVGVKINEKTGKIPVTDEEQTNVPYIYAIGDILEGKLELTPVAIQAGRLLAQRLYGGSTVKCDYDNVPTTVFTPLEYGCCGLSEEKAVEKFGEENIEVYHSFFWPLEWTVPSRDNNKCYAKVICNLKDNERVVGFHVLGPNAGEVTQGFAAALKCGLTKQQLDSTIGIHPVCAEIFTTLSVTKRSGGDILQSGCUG
#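 Rat TrxR1 (90 nM in the dispensed reagent) was pre-reduced with 400 uM NADPH for 5 min at room temperature, then incubated with compound for 15 min. After 400 uM selenite was added, NADPH fluorescence (Ex 340/Em 450 nm) was followed for 8 min.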
# D2 ag – HTS Assay for Allosteric Agonists of the Human D2 Dopamine Receptor: Primary Screen for Agonists; 340,000 compounds, 0.53% hits; activation, % at 2 µM; HEK293 T-REx D2 cells, calcium flux agonist mode; AID 485358, 2010;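 active means activation over 3 SD above normal in the single-dose calcium agonist read, cut at about 30% in these data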; further: 0% is about no effect
#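 Calcium-flux readout, 1 cycle/sec over 180 s following compound pin transfer, in inducible HEK293 Trex D2 cells (force-coupled); dopamine controls included. Positive calcium responses during this window marked compounds as potential agonists.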
# TRHR enhancer – qHTS for Small Molecule Agonists and Allosteric Enhancers of Human TRH Receptor: Primary Screen for Enhancers; enhancement, % at 2 µM; 360,000 compounds, 0.66% hits; TRHR cells, fluo-8 calcium fluorescence, EC20 TRH enhancement; AID 493056, 2011; in the data active means enhancement above about 30%; further: 0% is about no effect
#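 TRHR-expressing cells loaded with fluo-8 calcium dye were read kinetically (ex 480/em 530) during compound addition, then stimulated with an EC20 of TRH (10 nM final). Enhancement of the Gq-mediated intracellular calcium response was scored.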
# TrxR1 substrate – qHTS Assay for Substrates of Mammalian Selenoprotein Thioredoxin Reductase 1 (TrxR1): qHTS | Potency, µM (highest dose often 114 µM), for the others: at the top dose activity change, negative = substrate turnover | Thioredoxin reductase 1, cytoplasmic (Rattus norvegicus), O89049 | purified TrxR1 substrate turnover, NADPH consumption readout | 390,000 compounds, 0.01% hits; further: potency means the concentration at half of the fitted maximal effect; on the % scale 0 is the no-effect control and ±100 the full control effect; nearly all actives have a fitted effect of over 50% in size
#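 Rat TrxR1, dispensed at 90 nM, was prereduced with 400 uM NADPH (final) for 5 min at ~22 deg C, then incubated with compound 15 min before 400 uM selenite. A first-read NADPH fluorescence drop versus no-compound background flagged substrates.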
# mIDH1 inhibitor – qHTS for Inhibitors of mutant isocitrate dehydrogenase 1 (IDH1): qHTS. Isocitrate dehydrogenase [NADP] cytoplasmic (Homo sapiens), O75874. IDH1-R132H enzyme, NADPH consumption, diaphorase/resazurin fluorescence. Potency, µM (titrated, usually from 76.6 µM), without a hit: at the top dose activity change, negative = inhibition, most hits filed as inhibitors. 390,000 compounds, 0.093% hits; further: potency means the concentration at half of the fitted maximal effect; on the % scale 0 is the no-effect control and ±100 the full control effect; nearly all actives have a fitted effect of over 65% in size
#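 IDH1-R132H (0.5 ug/mL dispensed) in pH 7.5 Tris buffer was preincubated 30 min with compound, then given a substrate mix of 0.016 mM NADPH and 2 mM alpha-KG for 80 min at room temperature; remaining NADPH was read by diaphorase/resazurin fluorescence.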
# PI4K2A block – qHTS for small molecular inhibitors of PI4K2A; purified PI4K2A, ADP-Glo luminescence, 1 h; hits give low values; activity change, negative = inhibition, % at 76.9 µM; 420,000 compounds, 0.13% hits; AID 1346378, 2018; in the data active means activity change below about -50%; inconclusive means mostly about -30% to -49%;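 further: -100% = wells without enzyme as full effect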
#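 In this quantitative HTS, ADP production by PI4K2A was quantified luminescently after 1 h at ambient temperature; 100 microM adenosine served as plate-quality control.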
# * marks the source's active call; other numbers are inactive results; ? = inconclusive; nt = not tested or not shown; & = joins results of further samples; [ ] = remark or other dose. Unless noted, the call rests on the fitted dose curve; in most records, active means well fitted inhibition curve with a large enough effect; inconclusive means small, poorly fitted or top-dose-only effect; inactive means no such curve, though single readings can be large or run the other way.
# Values run as follows: TRHR agonist, USP1-UAF1 inh, D2 antag, TrxR1 inh, D2 ag, TRHR enhancer, TrxR1 substrate, mIDH1 inhibitor, PI4K2A block
1	Cc1cccc(NC(=O)NC2CCCc3ccccc32)c1 (stereo unspecified)
  0.3, -23.0%, -2.9, 20.0%, 0.0, -7.6, 6.0%, -12.4%, 1.7
2	O=C(COc1ccccc1)NCC(=O)NC1CCCCC1
  -0.2, -14.0%, 16.2, 7.2%[57.1 µM], 1.8, -2.7, -1.0%[57.1 µM], 0.6%, 4.2
3	CCC(=O)N(Cc1cccs1)C1CCOC(C)(C)C1 (stereo unspecified)
  0.3, -15.4%, 10.8, -5.9%, 0.2, -5.3, -6.1%, 4.2%, 2.5
4	CN1CCN(Cc2nnc(-c3ccccc3)o2)CC1
  -0.1, -0.9%, 1.0, 4.7%, 0.3, -2.5, 1.5%, -3.2%, 0.8
5	O=C(NCc1cc([N+](=O)[O-])ccc1O)c1cccc(NS(=O)(=O)c2ccccc2)c1
  -1.4, -20.8%, -3.9, -3.0%, 0.3, -1.1, -6.0%, 2.8%, -0.9
6	CCN(Cc1ccccc1)S(=O)(=O)c1ccc(C(=O)N(CCCN(C)C)c2nc3cc4c(cc3s2)OCCO4)cc1
  0.7, -25.7%, 3.1, 10.5%, -0.2, 6.3, -0.9%, 5.3%, -0.7
7	O=C(CSc1ccccn1)Nc1ccc(Br)cn1
  -0.6, -16.5%, 0.1, 15.6%[57.1 µM], 0.6, -8.5, 0.3%[57.1 µM], 8.1%, 2.9
8	Cc1ccc(NC(=O)CNC(=O)Cn2cnc3sc(C)c(C)c3c2=O)cc1F
  -0.1, -22.1%, 11.8, 7.4%, 0.6, -3.2, -8.6%, 3.0%, 3.0
9	CC(/C=N/NC(=O)c1c(Br)cnn1C)=C\c1ccccc1
  0.0, -6.3%, -7.9, -12.4%, -0.9, -0.1, -21.2%, -2.6%, 0.5
10	COc1cccc(/C=C/C(=O)Nc2ccc(OC)nc2)c1
  0.2, -3.9%, -23.4, -7.6%, 1.4, -1.9, -6.6%, 6.8%, -2.8

# Overlap with the part before: 3 entries, then new ones.
# Values run as follows: TRHR agonist, USP1-UAF1 inh, D2 antag, TrxR1 inh, D2 ag, TRHR enhancer, TrxR1 substrate, mIDH1 inhibitor, PI4K2A block
8	Cc1ccc(NC(=O)CNC(=O)Cn2cnc3sc(C)c(C)c3c2=O)cc1F
  -0.1, -22.1%, 11.8, 7.4%, 0.6, -3.2, -8.6%, 3.0%, 3.0
9	CC(/C=N/NC(=O)c1c(Br)cnn1C)=C\c1ccccc1
  0.0, -6.3%, -7.9, -12.4%, -0.9, -0.1, -21.2%, -2.6%, 0.5
10	COc1cccc(/C=C/C(=O)Nc2ccc(OC)nc2)c1
  0.2, -3.9%, -23.4, -7.6%, 1.4, -1.9, -6.6%, 6.8%, -2.8
11	O=C/C(=C\Nc1ccc(Cl)cn1)c1nc2cc(Cl)ccc2o1
  0.6, -12.7%, -0.4, 12.9%, 0.0, 0.6, 3.7%, 12.3%, 4.5
12	Cn1cnnc1SCCCN1C(=O)c2cccc3cccc(c23)C1=O
  -0.7, -6.1%, -2.8, 4.6%, 0.0, 17.0, 10.1%, 3.2%, 2.0
13	CCC(C)NC(=O)CCc1nnc2ccc(N3CCC(C)CC3)nn12 (stereo unspecified)
  -0.9, -10.4%, 10.8, -33.5%, 0.1, 7.7, -12.1%, 0.0%, 1.3
14	Cc1cccc(Cn2c(C)c(C)c3cc(C(=O)NCc4ccco4)ccc32)c1
  -0.1, -14.5%, nt, 24.5%[57.1 µM], 0.3, -6.6, 7.1%[57.1 µM], 0.8%, -0.8
15	COC(=O)CSc1nc2[nH]ncc2c(=O)[nH]1
  0.1, -22.8%, 12.4, 16.1%, -0.3, 5.9, 7.8%, 3.1%, 0.9
16	CC(NC(=O)NC12CC3CC(CC(C3)C1)C2)c1ccc2c(c1)OCO2 (stereo unspecified)
  -0.6, ?, 19.7, 4.0%[57.1 µM], 3.8, 2.4, -2.5%[57.1 µM], 13.7%, -0.1
17	O=[N+]([O-])c1ccc(-n2cccn2)c(-c2nn[nH]n2)c1
  0.4, -11.6%, 2.3, -1.8%, 0.5, -3.6, -6.1%, -2.3%, -4.2
18	Cc1cccc(-c2nc3c(cnn3-c3ccccc3)c(=O)n2-c2cccc(Cl)c2)c1
  0.1, -15.7%, nt, 13.7%, -0.6, -6.6, 2.1%, 0.0%, -1.4
19	Cn1cnc2cc(NC(=O)COc3ccccc3)ccc21
  -0.5, -5.9%, -19.3, -4.8%[57.1 µM], 0.6, -2.4, -3.8%[57.1 µM], 0.0%, -3.2
20	O=C(NCCC1=CCCCC1)c1cccc2c1C(=O)N(C1CCCCC1)C2
  0.2, -7.8%, 0.3, 15.2%, -0.2, -1.9, -4.4%, -9.6%, -1.6
21	COc1ccc(OC)c(C2NC(=O)NC(C)=C2C(=O)OCc2ccccc2)c1 (stereo unspecified)
  -1.2, -6.8%, 6.2, 2.7%, -0.6, 8.9, -5.0%, 1.9%, 3.7
22	CNc1c([N+](=O)[O-])cnn1-c1ccc(F)cc1
  0.0, -14.5%, 3.6, 15.1%[57.1 µM], 0.3, -3.4, 4.2%[57.1 µM], -2.9%, 3.8
23	COc1cc2c(cc1OC)CC(C(=O)NCc1ccccc1)NC2 (stereo unspecified)
  0.6, -8.6%, nt, 1.5%, nt, 8.6, 0.9%, 2.7%, 1.3
24	COc1ccc(C)cc1NC(=O)CCS(=O)(=O)c1cc2c3c(c1)CCN3C(=O)CC2
  -0.2, -23.9%, nt, 32.5%[57.1 µM], 0.1, -3.4, 3.7%[57.1 µM], 0.0%, -6.6
25	COc1cc(NS(=O)(=O)c2cn(C)cn2)cc(OC)c1OC
  14.6, -13.3%, 12.9, -5.7%, -0.2, 7.7, -10.2%, 0.0%, 16.2
26	Cc1ccc(-n2nc3c(c2NC(=O)c2c(F)cccc2Cl)CS(=O)(=O)C3)cc1C
  0.1, -9.2%, 17.7, -30.6%, -0.1, 1.8, -16.8%, 1.9%, 1.6
27	S=c1[nH]nc(COc2ccccc2)n1/N=C/c1ccc(Cl)cc1Cl
  -0.1, -18.1%, 2.8, 10.2%[57.1 µM], -0.6, 9.2, -18.0%[57.1 µM], 2.3%, 3.4
28	O=C(CCn1c(=O)c2cccn2c2cccnc21)N1CCN(c2cccc(C(F)(F)F)c2)CC1
  0.4, -21.2%, nt, 17.3%, -0.5, -6.6, 3.4%, -2.8%, -3.9
29	Cc1ccc(Nc2ccc(N3CCN(C(=O)c4ccc([N+](=O)[O-])cc4)CC3)nn2)cc1
  -0.1, -20.5%, nt, 2.7%[57.1 µM], 4.1, -8.0, 0.1%[57.1 µM], 7.6%, 2.0
30	COc1ccc(Cn2c(SCc3ccc(C(=O)NC(C)C)cc3)nc3cccnc32)cc1
  -0.1, -25.6%, nt, 23.4%, -0.4, 9.5, 4.9%, 8.3%, -5.5
31	O=C1c2cccc3c(N4CCCCC4)ccc(c23)C(=O)N1CCO
  68.8*, ?, 6.0, 11.0%[57.1 µM], 18.6, 9.7, -0.3%[57.1 µM], 0.1%, -2.4
32	Cc1ccc(CNS(=O)(=O)c2ccc3c(c2)N(C)CCO3)cc1
  0.0, -15.6%, -11.9, 17.2%, 0.0, 4.7, 1.4%, -1.0%, -2.2
33	C/C(=N/NC(=O)c1ccncc1)c1ccc2c(c1)OCO2
  0.5, -19.1%, 4.9, 10.7%, -1.3, -3.8, 1.3%, -5.5%, -0.9
34	Cc1onc(-c2ccc(Cl)cc2Cl)c1-c1csc(N/N=C/c2ccccc2)n1
  0.6, 9.4%, -18.7, 8.9%, 0.8, 17.1, 3.5%[57.1 µM], -2.5%, -20.7
35	COc1ccc(-c2nn3c(=O)cc(CN4CCN(C(=O)c5ccc(OC)c(OC)c5)CC4)nc3s2)cc1
  0.1, -22.3%, nt, 15.0%[57.1 µM], 0.1, -0.4, 6.0%[57.1 µM], 1.2%, -3.9
36	CC(C)(C)CC(=O)NCc1cccs1
  0.1, -5.3%, -21.2, 25.6%, -0.2, -11.0, 2.3%, 25.6%, -2.8
37	COc1ccccc1NS(=O)(=O)c1ccc(-c2cnc(C3CC3)o2)cc1
  0.0, -21.0%, -6.7, 33.3%, 0.7, 2.3, 5.5%, 7.4%, 2.8
38	Cc1c(NC(=O)c2cc(-c3ccc(Cl)c(Cl)c3)on2)c(=O)n(-c2ccccc2)n1C
  -0.4&-1.3, -4.4%&-23.5%, -0.5, 16.7%&-2.1%, 0.9&-0.7, -2.3&0.0, 1.3%&6.9%, 4.6%&-1.2%, -0.2&0.4
39	CC(=O)Nc1ccc(Nc2c([N+](=O)[O-])cc(S(C)(=O)=O)cc2[N+](=O)[O-])cc1
  -0.5, -25.1%, 4.4, 14.9%[57.1 µM], -0.8, -7.4, 7.8%[57.1 µM], 13.0%, 1.3
40	Cn1c(=S)c2[nH]c(SCCN3CCCC3)nc2n(C)c1=O
  -0.8, -11.4%, -13.0, -4.4%[2.29 µM], -2.6, 12.6, -12.1%, -7.8%, -2.0
41	COCCN(C(=O)COC(=O)c1cccnc1Cl)c1c(N)n(Cc2ccccc2)c(=O)[nH]c1=O
  -0.5, -7.6%, -5.1, 5.7%, 0.1, -2.6, -3.4%, -0.1%, -0.8
42	O=C1CC(c2ccc(Br)cc2)c2c(ccc3ccccc23)N1 (stereo unspecified)
  0.0, -15.6%, nt, 28.8%, 1.2, -8.0, 0.9%, -30.6%, 5.0
